APE1 inh = qHTS Assay for Inhibitors of the Human Apurinic/apyrimidinic Endonuclease 1 (APE1) | Potency, µM (doses to about 65.8 µM), for inactives: at the highest dose activity change, negative = inhibition, usual class: inhibitors | 350,000 tested, 0.35% active | AID 2517, 2012 | recombinant APE1, TAMRA/BHQ-2 abasic DNA cleavage fluorescence | DNA repair nuclease/redox regulator APEX1 (Homo sapiens), P27695;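 note: potency is the fitted concentration of half-maximal effect; plate controls were vehicle for no effect and reference inhibitor for full effect; nearly all actives have a fitted effect of over 55% in size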
Target sequence (P27695 whole entry, looked up): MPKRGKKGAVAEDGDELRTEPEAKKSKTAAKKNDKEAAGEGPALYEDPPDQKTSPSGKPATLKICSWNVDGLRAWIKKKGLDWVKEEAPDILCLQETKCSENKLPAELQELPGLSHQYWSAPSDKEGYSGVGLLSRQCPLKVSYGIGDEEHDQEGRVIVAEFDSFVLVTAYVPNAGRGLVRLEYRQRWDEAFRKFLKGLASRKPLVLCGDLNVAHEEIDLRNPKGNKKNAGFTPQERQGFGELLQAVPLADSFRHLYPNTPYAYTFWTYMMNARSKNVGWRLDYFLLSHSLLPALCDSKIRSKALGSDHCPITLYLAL
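Activity was derived from the fluorescence gain between first and third kinetic reads (60 s intervals, ex 525/em 598 nm) after 50 nM THF-abasic TAMRA/BHQ-2 duplex was added to 0.75 nM APE1 preincubated 15 min with compound.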
Pol eta inh = qHTS for Inhibitors of Polymerase Eta; 390,000 tested, 1.2% active; recombinant Pol eta, fluorescent DNA replication assay; Potency, µM (doses to about 114 µM), for the others: at the top dose activity change, negative = inhibition, most hits filed as inhibitors; note: potency is the fitted concentration of half-maximal effect; % is set by controls: 0 for no effect and ±100 for the full control effect
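Pol eta at 10 nM preincubated with compounds 15 min at room temperature; reaction started with fluorescent substrate (50 nM final) and read kinetically at 0 and 10 min.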
BLM helicase inh = qHTS Assay for Inhibitors of Bloom's syndrome helicase (BLM); RecQ-like DNA helicase BLM (Homo sapiens), P54132; recombinant BLM DNA unwinding, fluorescence dequenching; Potency, µM (highest dose often 56.1 µM), for inactives: at the highest dose activity change, negative = inhibition, usual class: inhibitors; 350,000 tested, 0.2% active;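 note: potency is the fitted concentration of half-maximal effect; plate controls were vehicle for no effect and no enzyme for full effect; nearly all actives have a fitted effect of over 35% in size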
POLK inh = qHTS for Inhibitors of Polymerase Kappa. 400,000 tested, 0.53% active. Potency, µM (series often up to 107 µM), for inactives: top-dose activity, negative = inhibition, most hits filed as inhibitors. purified Pol kappa, fluorescent DNA synthesis assay, 10 min. DNA polymerase kappa (Homo sapiens), Q9UBT6; note: potency is the fitted concentration of half-maximal effect; % is set by controls: 0 for no effect and ±100 for the full control effect
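Readout: fluorescence, taken kinetically at 0 and 10 min. Conditions: 10 nM Pol kappa, 15 min RT compound preincubation, 50 nM substrate final. Controls: enzyme-free buffer wells.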
Pol iota inh = qHTS for Inhibitors of Polymerase Iota. Pol iota fluorescent replication assay, 10 min. Potency, µM (titrated, usually from 115 µM), for inactives: top-dose activity, negative = inhibition, usual class: inhibitors. DNA polymerase iota (Homo sapiens), Q9UNA4. 390,000 tested, 1% active; note: potency is the fitted concentration of half-maximal effect
Target sequence (Q9UNA4 whole entry, looked up): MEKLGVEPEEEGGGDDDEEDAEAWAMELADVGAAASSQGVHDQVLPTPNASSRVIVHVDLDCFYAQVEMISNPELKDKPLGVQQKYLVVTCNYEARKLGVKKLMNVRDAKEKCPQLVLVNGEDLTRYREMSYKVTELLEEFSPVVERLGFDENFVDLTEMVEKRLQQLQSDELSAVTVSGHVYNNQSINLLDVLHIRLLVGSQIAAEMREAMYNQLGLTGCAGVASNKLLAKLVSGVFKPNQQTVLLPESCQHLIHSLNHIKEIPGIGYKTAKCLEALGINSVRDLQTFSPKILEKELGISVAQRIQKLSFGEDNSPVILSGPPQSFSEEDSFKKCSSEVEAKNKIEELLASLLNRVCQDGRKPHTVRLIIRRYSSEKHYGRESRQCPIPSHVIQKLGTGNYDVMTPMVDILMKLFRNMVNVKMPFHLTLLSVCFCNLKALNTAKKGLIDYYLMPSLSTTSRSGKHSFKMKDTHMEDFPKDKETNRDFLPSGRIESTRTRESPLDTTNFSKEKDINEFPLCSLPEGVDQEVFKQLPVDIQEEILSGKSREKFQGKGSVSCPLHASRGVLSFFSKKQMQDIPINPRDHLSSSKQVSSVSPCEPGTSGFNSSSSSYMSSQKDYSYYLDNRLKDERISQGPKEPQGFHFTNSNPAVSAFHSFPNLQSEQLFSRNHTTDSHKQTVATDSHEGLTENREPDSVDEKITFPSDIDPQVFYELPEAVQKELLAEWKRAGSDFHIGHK
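Pol iota at 10 nM preincubated 15 min with compounds at room temperature; reaction started with fluorescent substrate, 50 nM final. Fluorescence read kinetically at 0 and 10 min; buffer-only wells as negative control.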
Glioma ERSR ind = qHTS for Inducers of the Endoplasmic Reticulum Stress Response (ERSR) in Human Glioma: qHTS; U87-MG GRP78 promoter luciferase reporter, 16 h; Potency, µM, for inactives: at the top dose activation, most hits filed as activators; 420,000 tested, 0.02% active; AID 602332, 2012; note: potency is the fitted concentration of half-maximal effect; series mostly up to about 76 µM; % of control where 0% means no effect; nearly all actives have a fitted effect of over 35% in size
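Stably transfected U87-MG human glioma cells carrying a GRP78-based luminescent sensor were seeded at 1000 cells/well, pin-dosed with compounds and incubated 16 h. Luciferase reagent was then added, and end-point luminescence was read after 10 min at room temperature.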
Pol beta inh = qHTS Assay for Inhibitors of DNA Polymerase Beta. Potency, µM (doses to about 114 µM), for inactives: top-dose activity change, negative = inhibition, actives largely listed as inhibitors. Pol beta primer extension/strand displacement, fluorescence kinetic. AID 485314, 2010. P06746. 340,000 tested, 1.3% active; note: potency is the fitted concentration of half-maximal effect; % is set by controls: 0 for no effect and ±100 for the full control effect
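Human Pol beta at 10 nM; strand-displacement substrate 50 nM final. Compound exposure 15 min at room temperature before start, reaction 10 min at room temperature.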
LDHA inh = qHTS assay for inhibitors of human lactate dehydrogenase | L-lactate dehydrogenase A chain (Homo sapiens), P00338 | purified LDHA, NADH/diaphorase-resazurin fluorescence; hits give low values | activity change, % (values are at about 110 or 230 µM) | 480,000 tested, 0.15% active | AID 1347041, 2019; in the data active = activity change below about -30%; inconclusive = mostly about -25% to -30%;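 note: plate controls were DMSO wells for no effect and wells without enzyme for full effect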
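Human LDH5 at 2 nM final in Tris HCl pH 7.4 with 0.06 mM NADH and 0.2 mM pyruvate, reacted 5 minutes at room temperature. Remaining NADH coupled via diaphorase/resazurin; resorufin fluorescence read at 0 and 20 minutes, normalized to enzyme-free and DMSO wells.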
Apoferritin bind = qHTS Assay for Identification of Novel General Anesthetics | Ferritin light chain (Equus caballus), P02791 | apoferritin/1-aminoanthracene competitive binding, fluorescence | Potency, µM (doses to about 77.5 µM), without a hit: at the highest dose activity change, negative = displacement, usual class: inhibitors | 350,000 tested, 0.074% active | AID 485281, 2010; note: potency is the fitted concentration of half-maximal effect; % is set by controls: 0 for no effect and ±100 for the full control effect; nearly all actives have a fitted effect of over 20% in size
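In PBS, apoferritin at 10 uM is loaded with 1-AMA from a 50% saturated solution. After 10 min of compound exposure at ambient temperature, reduced 535 nm fluorescence indicates probe displacement.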
The depositor's hits bear a star; ? = inconclusive; nt = no result given; & = joins results of further samples; [ ] = another dose, or the depositor's remark. Unless noted, calls come from the whole dose curve; as a rule, active = well fitted curve in the direction sought with a large enough effect; inconclusive = small, poorly fitted or top-dose-only effect, or another doubt; inactive = no such curve, though single readings can be large; an effect the other way counts as inactive or inconclusive. Some of the compounds tested; count on the stated rates, not on these rows.

SMILES	APE1 inh	Pol eta inh	BLM helicase inh	POLK inh	Pol iota inh	Glioma ERSR ind	Pol beta inh	LDHA inh	Apoferritin bind
CC(CCNC(=O)c1ccccc1)(CCNC(=O)c1ccccc1)[N+](=O)[O-]	nt	-16%	nt	-9%	12%	0%	nt	-12	nt
CN1CCC(OC(=O)COc2ccc(Br)cc2)CC1	-4%	-1%	-8%	-5%	37%[activator]	3%	7%	-2	-8%
CC(=O)Nc1ccc(Oc2nc(C(F)(F)F)nc3ccccc23)cc1	12%	0%	-5%	0%	23%	-5%	49%	-10	-4%
N#CC1=C(N)NC(SCc2ccc(Cl)cc2)=C(C#N)C12CCCCC2	?	-13%	-15%	?	?	-5%	9%	-4	?
O=C(COc1cccc2c1CCN(Cc1ccc(Br)cc1)C2=O)N1CCOCC1	-4%	-10%	-5%	-3%	75%[activator]	-6%	8%	0	-10%
CCOC(=O)N1CCN(C(=O)COc2ccc3c(c2)C(=O)CC(C)(C)O3)CC1	-11%	-8%	-2%	19%	6%	-3%	1%	2	217%[activator]
COCCCNC(=O)c1ccc(CS(=O)(=O)Cc2cccc(C)c2)o1	2%	-14%	1%	-3%	26%	-3%	35%	-6	-7%
Cc1ccc(O)c(-n2nc3ccccc3n2)c1	13%	1%	3%&-2%	0%[19.4 µM]	21%	3%&4%	7%	-2	-17%
Fc1ccc(-c2cc(C(F)(F)F)n3ncnc3n2)cc1	-3%	-12%	-4%	19%	20%	-6%	22%	6	-4%
CC[C@]12c3[nH]c4ccc(Cl)cc4c3CCN1C(=O)[C@@H](CC(=O)NCc1ccco1)C[C@@H]2C(=O)N1CCN(C(=O)C2CC2)CC1	-4%	2%	nt	-5%	-8%	-3%	nt	-17	nt
Cc1ccc(NC(=O)c2sc3nc(-c4ccc(F)cc4)cn3c2C)c(C)c1	nt	0%	-1%	-4%[60.1 µM]	11%	2%	3%	-9	-3%
CN1CCN(NC(=O)c2ccc(Cl)c([N+](=O)[O-])c2)CC1	-2%	-3%	1%	-7%	9%	-8%	15%	-7	9%
COc1ccc(NC(=S)N(Cc2ccccn2)Cc2ccccc2Cl)cc1	-5%	-19%	-11%	0%	71%[activator]	-4%	-23%	-7	-12%
Cc1ccc(/C=C2\SC(=S)N(CCC(=O)NNC(=O)c3ccccc3O)C2=O)cc1	-17%	-1%	-5%	-17%	21%	-7%	?	-7	-6%
COc1ccc(CCNC(=O)/C(C#N)=C/c2cccc(OCc3ccccc3)c2)cc1OC	-11%	-13%	-8%	-11%	-10%	15%	-7%	-9	-20%
C[C@H](CO)N1C[C@H](C)[C@@H](CN(C)C(=O)Nc2ccc(C(F)(F)F)cc2)Oc2ccc(NC(=O)C3CCCCC3)cc2C1=O	25%	-25%	nt	-6%	-5%	-2%	nt	3	nt
NS(=O)(=O)c1ccc(CCNC(=O)CSc2nc3ccsc3c(=O)n2CCCCC(=O)O)cc1	0%	-15%	-8%	-6%	2%	-4%	-2%	-4	0%
COc1ccc(CNC(=O)Cn2c(=O)nc(-c3ccccc3F)c3cc(Cl)ccc32)cc1OC	nt	-8%	-1%	-10%[60.1 µM]	-7%	-4%	2%	-8	4%
Cc1c(Cl)c([N+](=O)[O-])nn1CCCC(=O)O	9%	-12%	4%	1%	126%[activator]	-4%	-2%	-13	2%
O=C(/C=C/c1ccc(Cl)cc1)NCCSc1ccccc1	12%	-19%	-2%	-5%	9%	3%	39%	-8	-10%
Cn1nnc2c(NCc3c(F)cccc3F)ncnc21	nt	-5%	2%	-9%[60.1 µM]	2%	-1%	30%[activator]	-4	-14%
NC(=O)c1ccsc1NC(=O)c1ccco1	-3%	-4%	1%	-1%	8%	2%	20%	-1	-5%
Cc1ccc2nc(SCC(=O)c3ccc(O)cc3O)[nH]c2c1	-3%	-4%	-3%	-4%	-6%	4%	?	2	-16%
O=C(NCc1ccc(F)cc1)c1cnc(Cl)c(Cl)c1	5%	-18%	-2%	8%	40%[activator]	6%	35%	-5	6%
C/C(=N\Nc1ccc(C(=O)O)cc1)c1ccc(Br)cc1	25µM*	13µM*	0%	?	40µM*	-13%	20µM*	0	-3%
CCCN(CC(=O)Nc1ccccc1C)C(=O)C1CC(=O)N(c2ccc(CC)cc2)C1 (centres undefined)	47%[activator]	-9%	nt	-3%	21%	-4%	nt	-4	nt
COc1ccc(CNC(=O)c2cc(Nc3ccccc3C)nc3ccccc23)cc1	nt	-8%	-4%	-6%	9%	-3%	13%	-4	180%[activator]
CCOc1ccc2nc(SCC(=O)N(CC(C)C)c3c(N)n(Cc4ccccc4)c(=O)[nH]c3=O)[nH]c2c1	-15%	-18%	nt	-3%	19%	-2%	nt	-4	nt
CCOc1ccccc1NC(=O)Cn1c(=O)c2ccccc2n(CC)c1=O	2%	-8%	3%	-10%	14%[58.9 µM]	-5%	90%	-2	-7%
COc1cc(NC(=O)CCCn2c(=S)[nH]c3ccccc3c2=O)cc(OC)c1OC	-3%	-20%	3%	-4%	173%[activator]	2%	3%	-2	-7%

2 of the compounds above, field by field:
> COc1ccc(CNC(=O)c2cc(Nc3ccccc3C)nc3ccccc23)cc1
  APE1 inh = nt | Pol eta inh = -8% | BLM helicase inh = -4% | POLK inh = -6% | Pol iota inh = 9% | Glioma ERSR ind = -3% | Pol beta inh = 13% | LDHA inh = -4 | Apoferritin bind = 180%[activator]
> CCOc1ccc2nc(SCC(=O)N(CC(C)C)c3c(N)n(Cc4ccccc4)c(=O)[nH]c3=O)[nH]c2c1
  APE1 inh = -15% | Pol eta inh = -18% | BLM helicase inh = nt | POLK inh = -3% | Pol iota inh = 19% | Glioma ERSR ind = -2% | Pol beta inh = nt | LDHA inh = -4 | Apoferritin bind = nt

Continued.
SMILES	APE1 inh	Pol eta inh	BLM helicase inh	POLK inh	Pol iota inh	Glioma ERSR ind	Pol beta inh	LDHA inh	Apoferritin bind
CC(OC(=O)c1ccc(Cl)nc1)C(=O)Nc1ccc(S(=O)(=O)N2CCCC2)cc1 (centres undefined)	14%	-10%	nt	-7%	9%	-1%	nt	-5	nt
C=CCN1C(=O)/C(=c2\sc3nc(=O)c(Cc4ccccc4)nn3c2=O)c2ccccc21	-2%	-2%	-11%	0%	?	-4%	-26%	1	-10%
COC(=O)Nc1ccc(SCC(=O)c2ccc(Cl)cc2)cc1	-4%	2%	-5%	2%	0%	2%	-22%	-1	?
O=C(CCCc1ccccn1)c1ccc(-c2ccccc2)cc1	nt	-18%	nt	-6%	-2%	4%	nt	-1	nt
CN1CCC(Oc2ccccc2Sc2ccccc2)CC1	-3%	-5%	-5%	-17%	19%	1%	-15%	?	-3%
Cc1ccc(S(=O)(=O)N2CCCC2)cc1S(=O)(=O)N1CCCC1	4%	-8%	-4%	-6%	25%	-5%	13%	5	-1%
O=[N+]([O-])O[C@H]1CO[C@H]2[C@@H]1OC[C@H]2O	nt	nt	1%	2%[19.4 µM]	nt	-1%	nt	nt	-1%
C[C@@H]1CN([C@@H](C)CO)C(=O)c2cccc(NS(C)(=O)=O)c2O[C@H]1CN(C)Cc1ccc(Oc2ccccc2)cc1	-6%	-14%	nt	0%	39%[activator]	-3%	nt	-7	nt
CN(C(=O)CSc1ncccn1)C1CCS(=O)(=O)C1 (centres undefined)	nt	-4%	nt	-4%	-2%	-4%	nt	-6	nt
CC(=O)NC1CC2CCCC(C1)N2CC(=O)N1CCCc2ccccc21 (centres undefined)	9%	-9%	0%	-1%	13%	-4%	?	-13	3%
FCCCOc1ccc(CN2CCN(c3ccccc3F)CC2)cc1	1%	-17%	-5%	-7%	73%[activator]	-5%	2%	-1	-15%
Cc1ccc2oc(=O)n(CCCOc3ccccc3C)c2c1	2%	-18%	-7%	1%	59%[activator]	-4%	-2%	-1	-2%
Cc1cc(C(F)F)n2ncc(C(=O)N3CCCCC3)c2n1	4%	-13%	2%	-2%	12%	-4%	6%	1	-12%
Clc1cccc(CON/C=N/c2ncnc3sccc23)c1	15%	-18%	-11%	-20%	-3%	-3%	3%	-7	-20%
O=C(NCc1cccc(C(F)(F)F)c1)c1ccc(=O)[nH]c1	-13%	-2%	-3%	-23%	?	-3%	45%	-3	-4%
Cc1ccc(F)c(NC(=O)c2c(-c3ccccc3)noc2C)c1	45%	-8%	-2%	0%	24%	8%	0%	-14	-18%
COc1cc(OC)cc(C(=O)Nc2ccc(S(=O)(=O)N(C)C)cc2)c1	-5%	-9%	-1%	1%	2%	-7%	1%	2	?
C=CCc1c(C)nc2nc(SCC(=O)Nc3ccc(OCC)cc3)nn2c1C	nt	-20%	2%	1%[60.1 µM]	22%	-4%	4%	-2	?
CCOC(=O)c1c(C)n(C)c2cc(-c3ccc(F)cc3)c(O)cc12	18%	-21%	2%	-9%	60%[activator]	-3%	14%[57.1 µM]	-5	-8%
CC1CN(S(=O)(=O)c2ccc(C(=O)NCCCn3ccnc3)cc2)CC(C)O1 (centres undefined)	-1%	2%	-3%	-3%	9%	-4%	11%	-4	-6%
Cc1csc(NC(=O)c2nc3nccc(C)n3n2)n1	-1%	7%	0%	-2%	?	-7%	31%	3	-13%
Cc1c(NC(=O)C(C)OC(=O)c2cc(Cl)nc(Cl)c2)c(=O)n(-c2ccccc2)n1C (centres undefined)	-1%	-9%	2%	-9%	15%	-5%	4%	-7	-14%
Cc1cc(C)n(-c2ccc(C(=O)OCC(=O)N3CCN(c4ccccc4)CC3)cc2)n1	-12%	-12%	nt	0%	10%	0%	nt	-4	nt
COc1ccccc1N1CCN(c2ccnc3cc(Cl)ccc23)CC1	36%	-14%	-5%	-3%	-6%	-3%	16%	-1	-4%
O=C(Nc1ccc(N2CCN(c3ccccc3)CC2)c(F)c1)C1CC1	0%	-6%	-6%	-2%	-5%	-2%	17%	-5	-5%

Screening results (PubChem)
